Pf Dd2 inh – inhibitors of Plasmodium falciparum Dd2 growth; P. falciparum Dd2 growth, SYBR Green, 72 h; Potency, µM (doses to about 28.9 µM), without a hit: at the highest dose activity, negative = inhibition, hits mostly inhibitors; hit rate 4.3% among 120,000; active means well fitted inhibition curve with a large enough effect; inconclusive means small, poorly fitted or top-dose-only effect; inactive means no such curve, though single readings can be large or run the other way;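 further: plate controls were DMSO vehicle for no effect and reference drug for full effect; nearly all actives have a fitted effect of over 65% in size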
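Infected erythrocytes (Dd2, 0.3% parasitemia, 2.5% hematocrit final) are added to compound in RPMI-1640/Albumax II medium, grown 72 h at 37C in low oxygen, then lysed with saponin/Triton-X containing SYBR Green and read by fluorescence.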
Numbers without * were called inactive; i = inactive; u = inconclusive; [ ] = dose if it differs, or a comment. Potency means the concentration at half of the fitted maximal effect. This is a subset; count on the stated rates, not on these rows.

SMILES | Pf Dd2 inh
COc1ccc(CC(=O)NC2CC(=O)N(c3cccc(F)c3)C2)cc1 (stereo not drawn) | 67.0%[activator]
Cn1cnnc1CC1CCN(C(=O)c2cccs2)CC1 | 23.1%
CN1C[C@@H](N)C[C@H]1C(=O)N1CCC2(CC1)Nc1ccccc1NC2=O | -6.1%
O=C(Cc1ccc(Cl)cc1)N1CCC2(CC1)NC(=O)N(c1ccc(F)cc1)N2 | -10.8%
CCCC(=O)N1C[C@@H](CO)[C@H](c2nc(-c3ccncc3)no2)C1 | 3.6%
CCCS(=O)(=O)N1[C@H]2CC[C@@H]1c1cnc(-c3ccc(F)cc3)nc1C2 | i
CCN1C(=O)C2CC3(CCN(S(=O)(=O)N(C)C)CC3)CN2C1=O (stereo not drawn) | 3.6%
COc1ccc(C(=O)N2CC3(C2)C(=O)Nc2ccccc23)cc1 | -9.5%[44.1 µM]
Cc1cc(C)c(S(=O)(=O)NCCS(=O)(=O)N2CCN(c3ccccc3)CC2)c(C)c1 | i
COc1cccc(C(=O)N2CCC3(CC2)Cc2ccccc2NC3=O)c1 | -17.5%
CCOC(=O)c1cnc2c(C)cc(Cl)cc2c1NCCc1ccc(OC)c(OC)c1 | 5.5%
COCCNC(=O)N1CCCC(c2noc(COc3ccccc3)n2)C1 (stereo not drawn) | -29.8%
Cc1sc2cc(C(=O)N3CCCC3)[nH]c2c1CN1CCCCC1 | -32.7%
CCc1cccc2c(C(CC(=O)NCC(C)C)c3ccccc3OC)c[nH]c12 (stereo not drawn) | i
Cc1nc2ccc(S(=O)(=O)N(C)CC(=O)Nc3ccc(Br)c(C)c3)cc2s1 | -2.1%
O=C(CCc1ccccc1)N1CCc2nc3cc(-c4ccccc4)[nH]n3c(=O)c2C1 | 7.9%[5.79 µM]
Cc1onc(C(=O)N2CCCC(Cc3nncn3Cc3ccccc3)C2)c1Cn1cc(Cl)cn1 (stereo not drawn) | i
Fc1cc(F)c2ncc3c(-c4ccccc4)nn(-c4cccc(Cl)c4)c3c2c1 | 17.0%
COc1ccc(-n2nc(C(=O)Nc3ccc(C)cn3)c3c4ccccc4n(C)c3c2=O)cc1Cl | 14.8%
CCCCNC(=O)c1sc2ncccc2c1-n1cccc1 | i
COc1cc(NC(=O)C(NC(=O)C2CCC(C)CC2)C(C)C)cc(OC)c1OC (stereo not drawn) | i
COc1cc(OC)c(NC(=O)CN2CCCN(Cc3ccccc3C)S2(=O)=O)cc1Cl | 69.8%[activator]
COc1cc(C(=O)Nc2nnc(S(=O)(=O)N(C)c3ccccc3)s2)cc(OC)c1OC | -21.2%
Cc1ccc(CNC(=O)N2CCCCCCNC(=O)[C@@H]3C[C@@H](C(=O)NCCc4cnc[nH]4)C[C@@H]32)cc1 | -26.6%
Cc1ccc(NC(=O)CSc2nc(=O)n(CCCN(C)C)c3c2CCC3)cc1F | i

Four successive records already listed, for reference:
SMILES | Pf Dd2 inh
COc1ccc(CC(=O)NC2CC(=O)N(c3cccc(F)c3)C2)cc1 (stereo not drawn) | 67.0%[activator]
Cn1cnnc1CC1CCN(C(=O)c2cccs2)CC1 | 23.1%
CN1C[C@@H](N)C[C@H]1C(=O)N1CCC2(CC1)Nc1ccccc1NC2=O | -6.1%
O=C(Cc1ccc(Cl)cc1)N1CCC2(CC1)NC(=O)N(c1ccc(F)cc1)N2 | -10.8%

Back to the main list; the two compounds before the break are reprinted first.
SMILES | Pf Dd2 inh
Cc1ccc(CNC(=O)N2CCCCCCNC(=O)[C@@H]3C[C@@H](C(=O)NCCc4cnc[nH]4)C[C@@H]32)cc1 | -26.6%
Cc1ccc(NC(=O)CSc2nc(=O)n(CCCN(C)C)c3c2CCC3)cc1F | i
O=C(NCCN1CCCCC1)C1CCN(c2cnn(CC3CC3)c(=O)c2)C1 (stereo not drawn) | 16.2%
CCNC(=O)N1C[C@H]2OC(=O)N(Cc3ccc(OC)c(OC)c3)[C@H]2C1 | 3.2%
COc1ccc(C(=O)N2CC(Oc3ccc(F)cc3C)C2)cc1 | u
Cc1ccc(S(=O)(=O)c2nc(-c3ccco3)oc2SCC(C)C)cc1 | 7.0%
O=C(Cn1cccc1-c1nc(-c2ccc(F)cc2)no1)Nc1cccc(Cl)c1 | u
Cc1nn(-c2ccccc2)c(Oc2ccc(F)cc2F)c1CCC(=O)N1CCSCC1 | u
CN(Cc1ccccc1)C(=O)c1ccc2c(c1)NC(C)(CCCCN1CCOCC1)CO2 (stereo not drawn) | u
C=CCNC(=O)CCc1c(C)nn(-c2ccc(F)cc2)c1Oc1cccc(F)c1 | i
CC(C)(C)n1cnc2cc(NCc3ccccc3Cl)ccc21 | i
CCOc1ccccc1NC(=O)CCS(=O)(=O)c1cccc2nsnc12 | -5.5%
CC(C)NC(=O)N1CCOC2(CCN(C(=O)CCCN)CC2)C1 | 5.9%
Cn1c2c(c3ccccc31)CN(C(=O)NC1CCCCC1)CC2 | -0.7%
O=C1N(C2CCOCC2)C[C@H]2CN(Cc3ccccc3F)CCN12 | -4.4%[44.1 µM]
Cc1cc(C)cc(C(=O)NC2CCCN(c3cc(-c4ccc(F)cc4)[nH]n3)C2)c1 (stereo not drawn) | -6.1%
COCc1nn(CC(=O)N(C)Cc2nccs2)c(=O)n1-c1ccccc1 | -10.4%
O=C(Cn1cc(SCc2ccc(C(F)(F)F)cc2)c2ccccc21)N1CCCCCC1 | -5.5%
CCc1cccc(NC(=O)C2CCCCC(=O)N2)c1 (stereo not drawn) | -23.7%
CCn1ccc(C(=O)NCCc2noc(-c3ccncc3)n2)n1 | i
O=C(CN1CCCC1=O)NCc1ccccc1C(F)(F)F | 88.5%[activator]
CCC1=C(C(=O)OC)C(c2ccc(C)cc2)N2C(CC(=O)N3CCCC3)=CSC2=N1 (stereo not drawn) | u
COc1cccc(CN(Cc2ccco2)c2cnc(S(C)(=O)=O)nc2C(=O)Nc2cccc(Cl)c2C)c1 | u
CCc1ccc(S(=O)(=O)N2CCC(n3cnnc3CCOC)CC2)cc1 | -13.5%
Cc1sc2ncn(CC(=O)N3CCN(c4ccc(F)cc4)CC3)c(=O)c2c1S(=O)(=O)N1CCC(C)CC1 | 16.5%
CCn1nccc1C(=O)N1CC[C@H]2C(=O)NCCCCCCN(Cc3ccncc3)[C@@H]2C1 | -3.3%
CN(CC(N)=O)C(=O)[C@@H]1[C@@H](NC(=O)Nc2ccc(F)cc2F)CCN1C(=O)CC(C)(C)C | 9.0%
SMILES | Pf Dd2 inh
Cc1cccc(N2CCN(C(=O)Cn3nc(C)c4sc5ccccc5c4c3=O)CC2)c1C | 35.3%[activator]
COc1ccc(-n2nnnc2N2CCN(C(=O)Nc3ccc(C)c(F)c3)CC2)cc1C | u
O=C(NCC(c1ccc2c(c1)OCO2)N1CCN(c2ccccc2)CC1)c1ccc(F)c(F)c1 (stereo not drawn) | u
O=C(NCC1CCCCC1)C1CCN(C(=O)c2ncn3c2COC(c2ccc(F)cc2)C3)CC1 (stereo not drawn) | i
COc1ccc(NC(=O)C2CCN(c3cnccn3)CC2)cc1Cl | i
O=C1NCCCCCCN(Cc2ccncc2)[C@@H]2CN(C(=O)c3cccs3)CC[C@@H]12 | u
CC1(COc2cccnc2)COc2ccc(C(=O)Nc3cccc(Cl)c3)cc2N1 (stereo not drawn) | -18.0%[44.1 µM]
Cc1ccccc1C(=O)NCc1nnc2cc(-c3nc(C4CC4)no3)ccn12 | i
O=C(CN1C(=O)COc2ccc(S(=O)(=O)NC3CCCC3)cc21)NCc1ccc(Cl)cc1 | 90.9%[activator]
Cc1cccc(CN2CCc3ncc(C(=O)NCCN4CCNC4=O)n3CC2)c1 | 14.6%[44.1 µM]
O=C(COc1ccccc1)NCc1ccc2c(c1)CCN2C(=O)c1ccccc1 | u
COc1ccc(Cn2cnc3cccnc32)cc1 | -4.2%[44.1 µM]
CCCn1cnc2c1CN(S(=O)(=O)c1cccc3cccnc13)[C@H](C(=O)OC)C2 | u
COc1cccc(CNCCSc2nnnn2-c2ccccc2)c1OC | u
COc1cc2c(cc1OC)C(COc1ccc(F)cc1)N(C(=O)c1cccc(F)c1)CC2 (stereo not drawn) | u
CCCCc1ccc(NC(=O)CSc2nc3ccccc3nc2N2CCOCC2)cc1 | i
COc1ccccc1N1CCN(C(=O)Cn2cnc3sc(C)c(S(=O)(=O)N4CCC(C)CC4)c3c2=O)CC1 | 31.2%[activator]
CN1c2cc(C(=O)Nc3ccc(F)c(Cl)c3)ccc2C(=O)N2CCCCC21 (stereo not drawn) | u
O=C(Nc1ccc(O)c(-c2nc3ccccc3o2)c1)c1ccc(Br)cc1 | 2.82µM*
COC(=O)c1sccc1S(=O)(=O)N(CC(=O)Nc1ccc(C)cc1)c1ccccc1 | -17.4%
O=[S+]1([O-])NCC2(CCN(Cc3ccc(F)cc3)C2)Nc2ccccc21 (stereo not drawn) | -27.4%
O=C(NC[C@H]1OC[C@@H](N(Cc2ccccc2)Cc2ccccc2)[C@@H]1O)c1ccccc1 | i
CCc1ccccc1NC(=O)C1(C)Cc2ccccc2C(=O)O1 (stereo not drawn) | i
COc1ccc(-c2nnc(SCc3cccc(Cl)c3)o2)cc1 | 43.9%[activator]
COC(=O)C1=CN(CC(=O)N(C)c2cccc(C)c2)S(=O)(=O)N=C1C | i
SMILES | Pf Dd2 inh
O=C(c1ccccc1Cl)N1CCCC2(C1)Nc1cccnc1NC2=NC1CCCC1 (stereo not drawn) | -12.5%[5.79 µM]
COCC(=O)NC[C@H]1OC[C@@H](NC2CCC2)[C@@H]1O | -3.3%[44.1 µM]
C=CCN1CCN(C(=O)[C@@H]2Cc3c[nH]c4cccc(c34)[C@H](CC(C)C)N2)CC1 | 11.2µM*
CCN(Cc1ccccc1)C(=O)CCC[C@H]1NC[C@@H]2CC1CN(Cc1ccccc1)C2 | 12.6µM*
CCCNC(=O)c1ccc(S(=O)(=O)NCC2(O)CCCNC2)cc1 (stereo not drawn) | -10.5%
CCOc1ccc(CCNC(=O)Cn2nc(-c3ccc(C)cc3)ccc2=O)cc1OCC | 21.1%
Cn1nnnc1C1CCCN(C(=O)CCC2CCCC2)C1 (stereo not drawn) | 8.9%
O=C(Nc1cnc(-c2cccc(Cl)c2)nc1)C1CCCO1 (stereo not drawn) | u
C[C@@H](NC(=O)c1cnccn1)c1onc(-c2ccc(F)cc2)c1C(=O)O | 18.8%[44.1 µM]
CCn1cc(-c2ccc(Cl)cc2)cc1C(=O)NCCOC | -14.4%
CC(C)NC(=O)N1CCC(N2CCN(Cc3ccc(F)cc3)C(=O)C2=O)CC1 | i
COCC(=O)NCCC1CCN(C(=O)Nc2cc(F)ccc2F)CC1 | -5.9%
COc1cc(OC)c(OC)cc1CN1CCc2nc(N3CCN(C)CC3)ncc2C1 | -0.6%
COc1ccc(NC(=O)c2oc3ccccc3c2NC(=O)Cc2cccs2)cc1 | u
OC1(c2nc(Nc3ccc(Oc4ccccc4)cc3)n[nH]2)CCOCC1 | 12.3%[44.1 µM]
Cc1ccc(-n2nc(CO)c(C(=O)NCCCc3ccccc3)n2)cc1 | 9.8%
Cc1ccc(OC(C)C(=O)N2CCN(CCc3ccncc3)CC2)cc1C (stereo not drawn) | u
O=C(c1ccc(Cl)cc1)N1CC2(CCN(Cc3cccnc3)C2)Cc2ccccc21 (stereo not drawn) | 8.91µM*
COc1ccc(OC)c(CN2CCNc3cnc(Nc4cccnc4)cc3C2)c1 | i
CC(C)=CC(=O)N[C@H]1C[C@@H](C(=O)N[C@H](Cc2ccccc2)C(N)=O)N(C(=O)C=C(C)C)C1 | -3.5%[44.1 µM]
COc1ccc(-c2noc(N3CCC(C(=O)N(C)c4cc(Cl)ccc4OC)CC3)n2)cc1 | 10µM*
CCOC(=O)c1c(NC(=O)c2ccc(S(=O)(=O)N(CC(C)C)CC(C)C)cc2)sc2c1CCN(C(=O)OCC)C2 | u
COc1ccc(NC(=O)CSCc2cnn(-c3ccccc3)c2-n2cccc2)cc1 | 28.6%
Cc1ccc(N2CC(NC(=O)C3CC3)CC2=O)cc1C (stereo not drawn) | 31.2%[activator]
O=c1c2oc3ccccc3c2n(Cc2ccccc2Cl)c(=O)n1Cc1ccc2c(c1)OCO2 | -18.7%
SMILES | Pf Dd2 inh
COc1cccc(C(=O)N2CCN(CCc3ccncc3)CC2)c1 | -3.8%
CC(=O)N1CCc2c(sc3c2c(=O)n(Cc2ccccc2)c(=O)n3Cc2cccc(Cl)c2)C1 | 10µM*
CCOc1ccc(NS(=O)(=O)c2ccc(-c3cc(C)no3)s2)cc1 | 26.2%
COCCNC(=O)CCCN1C(=O)COc2ccc(C(=O)COc3cc(C)ccc3Cl)cc21 | -13.1%
CN(C)Cc1ccccc1-c1ccc2n(c1=O)C[C@H]1C[C@@H]2CN(C(=O)c2cnccn2)C1 | 27.7%[44.1 µM]
O=C(C1CCC1)N1CCC(c2noc(C3CC3)n2)C1 (stereo not drawn) | i[5.79 µM]
O=C(c1ccc[nH]c1=O)N1CC(F)(F)C[C@H]1c1nc(C2CC2)no1 | 12.1%
Cc1cccc(NC(=O)N2C[C@@H](F)C[C@H]2C(=O)N2CCCCC2)c1 | 7.6%
Cc1noc(C)c1S(=O)(=O)N1CCCN(S(=O)(=O)c2ccccc2)CCC(=O)NCC1 | -14.1%
CCCn1c(SCC(O)c2cccc(OC)c2)nc2ccccc21 (stereo not drawn) | i
O=C(Cc1ccccc1)N1CCC2(CC1)COc1ccccc1[S+](=O)([O-])N2 | 6.6%
Cc1ccccc1-c1nc(CN2CCC(C(=O)NC(C)C)CC2)c(C)o1 | -17.7%
CCOc1cccc(C2c3c(oc4cc(C)c(C)cc4c3=O)C(=O)N2c2nc(C)c(C)s2)c1 (stereo not drawn) | 1.3%
COc1ccccc1-n1cc(C(=O)NC2CCCN(C3CCCCCC3)C2)cn1 (stereo not drawn) | -16.8%

Among those listed so far, 2 contain a CF3 group.
SMILES | Pf Dd2 inh
O=C(Cn1cc(SCc2ccc(C(F)(F)F)cc2)c2ccccc21)N1CCCCCC1 | -5.5%
O=C(CN1CCCC1=O)NCc1ccccc1C(F)(F)F | 88.5%[activator]

Screens as filed in PubChem.
